FXIa inh mix = inhibitors of human coagulation factor XIa, pooled mixtures; P03951; purified FXIa, fluorogenic substrate; AID 680; actives 0.19% (n = 62,000); inhibition, % at 5 µM;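 note: each value is inhibition by a whole ten-compound pool holding the compound; 0% = enzyme with no mixture and 100% = wells lacking enzyme; strong numbers were not always called active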
FXIIa mix inh = blocks human factor XIIa in pooled compound mixtures | inhibition, % at 5 µM | actives 0.2% (n = 62,000) | P00748 | AID 684 | purified FXIIa, fluorogenic substrate;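 note: 0% = enzyme without compound and 100% = no enzyme blank; some results filed as inactive read as strong as hits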
Cdc25B block = inhibitors of human Cdc25B phosphatase; actives 0.1% (n = 65,000); P30305; inhibition, %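 (compounds tested at 10 µM final in the well)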; recombinant Cdc25B, OMFP fluorescence Ex485/Em525; in the data active = inhibition above about 50%
CatG inh = inhibitors of human cathepsin G; inhibition, % at 5 µM (by protocol); AID 581; P08311; actives 0.2% (n = 62,000); purified enzyme, AMC-tetrapeptide fluorescence, pooled mixtures;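 active = inhibition above 20% in each of the two mixture wells holding the compound; inactive = inhibition of 20% or less in either well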;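 note: 0% = enzyme control without mixture and 100% = blank lacking enzyme; strong numbers were not always called active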
5HT1a ag = 5-HT1a (human) receptor agonism. P08908. CHO 5-HT1a Ga15 NFAT-bla reporter, FRET ratio; 0% basal, 100% maximal reference agonist. activation, % at 10 µM. actives 0.56% (n = 65,000). AID 567;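 active = activation above the screen-wide mean activation plus 3 SD, cut at about 19% in these data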;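 note: 0% = DMSO wells and 100% = 5-CT at EC100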
Target sequence (P08908 whole entry, looked up): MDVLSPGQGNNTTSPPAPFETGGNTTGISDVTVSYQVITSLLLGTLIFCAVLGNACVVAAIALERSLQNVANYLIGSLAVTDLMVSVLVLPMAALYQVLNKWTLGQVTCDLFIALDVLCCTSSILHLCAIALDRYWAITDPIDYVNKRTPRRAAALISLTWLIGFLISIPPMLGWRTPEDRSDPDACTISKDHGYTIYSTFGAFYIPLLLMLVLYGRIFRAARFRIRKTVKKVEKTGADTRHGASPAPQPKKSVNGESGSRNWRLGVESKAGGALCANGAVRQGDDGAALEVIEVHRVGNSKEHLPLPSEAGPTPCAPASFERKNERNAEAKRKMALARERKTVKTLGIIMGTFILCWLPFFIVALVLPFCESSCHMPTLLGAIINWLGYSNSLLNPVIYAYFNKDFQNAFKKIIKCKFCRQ
Hsp90 block = displaces geldanamycin probe from tumor Hsp90; AID 429; actives 0.35% (n = 64,000); NCI-N417 lysate Hsp90, Cy3B-geldanamycin FP displacement; inhibition, % at 30 µM;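 active = inhibition above 50%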;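 note: 0% = tracer plus lysate wells and 100% = tracer alone without lysate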
CatL block = blocks human cathepsin L protease activity | P07711 | purified cathepsin L, fluorogenic substrate, fluorescence | inhibition, %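 (tested at 10 µM)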 | actives 0.17% (n = 58,000) | AID 460; in the data active = inhibition above about 45%;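 note: 0% = enzyme with no compound and 100% = no enzyme blank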
Target sequence (P07711 114-288 limits assumed): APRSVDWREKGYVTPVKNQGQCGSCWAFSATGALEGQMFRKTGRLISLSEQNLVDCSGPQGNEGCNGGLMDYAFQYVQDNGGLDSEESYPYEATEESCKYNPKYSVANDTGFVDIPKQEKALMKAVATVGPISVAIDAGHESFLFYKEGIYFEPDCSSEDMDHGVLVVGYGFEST
Target sequence (P07711 292-333 limits assumed): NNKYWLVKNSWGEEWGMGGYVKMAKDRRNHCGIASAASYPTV
DUSP1 inh = inhibitors of human MKP-1 phosphatase | recombinant MKP-1, OMFP hydrolysis fluorescence | inhibition, %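 (compounds tested at a single concentration somewhere between 10 and 100 µM)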 | actives 0.15% (n = 65,000);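 active = inhibition above about 50%, limit read from the data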;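 note: 0% = DMSO max control wells and 100% = wells with enzyme stopped by NaOH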
Target sequence (P28562 whole entry, looked up): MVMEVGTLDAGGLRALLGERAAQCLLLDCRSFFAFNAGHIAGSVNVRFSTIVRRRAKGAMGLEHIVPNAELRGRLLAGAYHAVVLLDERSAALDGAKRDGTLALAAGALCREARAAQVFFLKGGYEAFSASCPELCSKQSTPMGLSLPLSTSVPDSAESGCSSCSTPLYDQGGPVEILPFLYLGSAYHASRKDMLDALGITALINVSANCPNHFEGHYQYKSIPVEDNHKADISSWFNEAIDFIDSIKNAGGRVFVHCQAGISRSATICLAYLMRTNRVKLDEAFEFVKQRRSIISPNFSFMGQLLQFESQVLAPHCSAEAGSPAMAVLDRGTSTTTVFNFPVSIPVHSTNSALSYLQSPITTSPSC
C1s inh = blocks human complement C1s protease activity; actives 0.16% (n = 62,000); mean inhibition % of two 10-compound mixtures (active compounds read high), % at 5 µM (by protocol); purified C1s, fluorogenic AMC substrate, pooled mixtures;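 active = inhibition above 20% in each of the two 10-compound mixture wells holding the compound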;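 note: 0% = enzyme wells lacking compound mixture and 100% = no-enzyme blank wells; some compounds called inactive have numbers as strong as hits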
* hit, by the source's call. Cut-off read from the data, not from the text of the source, unless noted: active = inhibition above about 20% (passing the limit was not always enough); inactive = the rest.

`CCOCCCn1c(=N)c(C(=O)NCc2ccc3c(c2)OCO3)cc2c(=O)n3ccccc3nc21` gave FXIa inh mix 5, FXIIa mix inh 9, Cdc25B block 4, CatG inh 0, 5HT1a ag -0.4, Hsp90 block -37, CatL block -8, DUSP1 inh 8 and C1s inh 0.
N#Cc1c(N)c(C#N)c(-c2ccc3c(c2)OCO3)c2c1CCCC2 was read as FXIa inh mix 7, FXIIa mix inh 2, Cdc25B block -3, CatG inh -9, 5HT1a ag 1.8, Hsp90 block 2, CatL block -25, DUSP1 inh -7 and C1s inh -92.
Screening COC(=O)CSc1nc2nc(C)cc(C)n2n1 returned FXIa inh mix 10, FXIIa mix inh 5, Cdc25B block 3, CatG inh 9, 5HT1a ag 1.5, Hsp90 block -2, CatL block 7, DUSP1 inh -1 and C1s inh 17.
For c1ccc2c(c1)nnn2-c1ncnc2sc3c(c12)CCCC3 the results were FXIa inh mix 7, FXIIa mix inh 4, Cdc25B block -11, CatG inh 6, 5HT1a ag -4.4, DUSP1 inh -2 and C1s inh 12.
Screening Cc1cc(C(C)c2ccccc2)c(O)c(CN2CCOCC2)c1C (configuration not stated) returned FXIa inh mix 2, FXIIa mix inh 6, Cdc25B block -5, CatG inh 2, 5HT1a ag 0.8, Hsp90 block -5, CatL block 8, DUSP1 inh 24 and C1s inh -6.
Screening O=C(COc1cccc2cccnc12)N1CCc2ccccc2C1 returned FXIa inh mix 3, FXIIa mix inh 7, Cdc25B block 2, CatG inh 10, 5HT1a ag -1.5, Hsp90 block -6, CatL block 6, DUSP1 inh 5 and C1s inh 4.
`Cc1ccc(C(=O)/C=C/Nc2ccccn2)cc1` gave Cdc25B block 0, 5HT1a ag 0.3, Hsp90 block -4, CatL block 4 and DUSP1 inh -12.
c1ccc(COc2ccc(OCCCn3cncn3)cc2)cc1 was read as FXIa inh mix -1, FXIIa mix inh 6, Cdc25B block -13, CatG inh -8, 5HT1a ag 0.2, Hsp90 block -4, CatL block 8, DUSP1 inh 0 and C1s inh -12.
`Cc1ccccc1-n1c(SCC(=O)c2cc(C)n(C)c2C)nnc1-c1ccncc1` gave FXIa inh mix 7, FXIIa mix inh 5, Cdc25B block 3, CatG inh 0, 5HT1a ag -1.1, Hsp90 block -7, CatL block -5, DUSP1 inh 10 and C1s inh 3.
For O=C(O)c1cccc(OCc2ccccc2Cl)c1 the results were FXIa inh mix 6, FXIIa mix inh 1, Cdc25B block 1, CatG inh 16, 5HT1a ag -0.6, Hsp90 block 0, CatL block -12, DUSP1 inh 1 and C1s inh 15.

Brought forward from above: 4 compounds, then new ones.
`Cc1ccc(C(=O)/C=C/Nc2ccccn2)cc1` gave Cdc25B block 0, 5HT1a ag 0.3, Hsp90 block -4, CatL block 4 and DUSP1 inh -12.
c1ccc(COc2ccc(OCCCn3cncn3)cc2)cc1 was read as FXIa inh mix -1, FXIIa mix inh 6, Cdc25B block -13, CatG inh -8, 5HT1a ag 0.2, Hsp90 block -4, CatL block 8, DUSP1 inh 0 and C1s inh -12.
`Cc1ccccc1-n1c(SCC(=O)c2cc(C)n(C)c2C)nnc1-c1ccncc1` gave FXIa inh mix 7, FXIIa mix inh 5, Cdc25B block 3, CatG inh 0, 5HT1a ag -1.1, Hsp90 block -7, CatL block -5, DUSP1 inh 10 and C1s inh 3.
For O=C(O)c1cccc(OCc2ccccc2Cl)c1 the results were FXIa inh mix 6, FXIIa mix inh 1, Cdc25B block 1, CatG inh 16, 5HT1a ag -0.6, Hsp90 block 0, CatL block -12, DUSP1 inh 1 and C1s inh 15.
`O=C(Nc1ncc(Cc2ccccc2)s1)C1CCCO1` (configuration not stated) gave FXIa inh mix -8, FXIIa mix inh 2, Cdc25B block 0, CatG inh -10, 5HT1a ag -3.6, Hsp90 block -2, CatL block 11, DUSP1 inh -8 and C1s inh 1.
CCC(C)(C)n1nnnc1C(c1cc2ccc(C)cc2[nH]c1=O)N(Cc1cccnc1)Cc1ccco1 (configuration not stated) was read as FXIa inh mix -6, FXIIa mix inh 9, Cdc25B block -7, CatG inh 6, 5HT1a ag 0.5, Hsp90 block -4, CatL block 25, DUSP1 inh 9 and C1s inh -16.
`Cc1noc(NS(=O)(=O)c2ccc(NC(=O)CSc3nc4ccccc4s3)cc2)c1C` gave FXIa inh mix 52*, FXIIa mix inh 2, Cdc25B block -1, CatG inh 32, 5HT1a ag -0.5, Hsp90 block -3, CatL block 18, DUSP1 inh 19 and C1s inh 13.
`O=c1[nH]c2c(s1)C=Nc1ccccc1N2` gave FXIa inh mix 6, FXIIa mix inh 15, Cdc25B block 2, CatG inh 26, 5HT1a ag -0.2, Hsp90 block -8, CatL block 2, DUSP1 inh 1 and C1s inh 10.
`COc1cccc(CNC(=O)c2ccc(NC(=O)C3CCCO3)cc2)c1` (configuration not stated) gave FXIa inh mix 3, FXIIa mix inh 0, Cdc25B block -13, CatG inh 4, 5HT1a ag -0.7, CatL block 12, DUSP1 inh -1 and C1s inh 3.
CCc1nnc(NC(=O)c2ccc(S(=O)(=O)N(CC)CC)cc2)s1 was read as FXIa inh mix 4, FXIIa mix inh 2, Cdc25B block -28, CatG inh -6, 5HT1a ag -0.3, Hsp90 block 0, DUSP1 inh 6 and C1s inh -55.
For CCOC(=O)Cn1c(=O)oc2cc(S(=O)(=O)NCCc3ccc(C)cc3)ccc21 the results were FXIa inh mix 9, FXIIa mix inh 9, Cdc25B block -16, CatG inh 2, CatL block 8, DUSP1 inh 10 and C1s inh -2.
COc1ccc(NC(=O)Nc2nnc(C(C)C)s2)cc1 was read as FXIa inh mix 5, FXIIa mix inh -18, Cdc25B block 9, CatG inh 5, 5HT1a ag -3.3, Hsp90 block 1, CatL block 11, DUSP1 inh 8 and C1s inh 4.
For Cn1c(C(=O)N(Cc2ccccc2)Cc2cccs2)cc2sccc21 the results were FXIa inh mix 19, FXIIa mix inh -1, Cdc25B block 5, CatG inh 2, 5HT1a ag 0.1, Hsp90 block 2, CatL block 0, DUSP1 inh -8 and C1s inh 5.
Screening Nc1c(C(=O)NC2CCCC2)c2nc3ccccc3nc2n1/N=C/c1cccnc1 returned FXIa inh mix -10, FXIIa mix inh 8, Cdc25B block 0, CatG inh 6, 5HT1a ag 0.3, Hsp90 block -3, CatL block -13, DUSP1 inh 6 and C1s inh -14.
Screening O=C(CC(C(=O)O)N1CCOCC1)Nc1ccc(Cl)cc1 (configuration not stated) returned FXIa inh mix 4, FXIIa mix inh 15, Cdc25B block 4, CatG inh -4, 5HT1a ag -4.8, Hsp90 block 2, DUSP1 inh 6 and C1s inh -4.
For O=C(Cn1ncc2c(=O)oc3ccccc3c21)N1CCc2ccccc2C1 the results were FXIa inh mix 2, FXIIa mix inh 1, Cdc25B block 6, CatG inh 0, 5HT1a ag -0.5, Hsp90 block -4, CatL block 1, DUSP1 inh 7 and C1s inh -6.
For CCOCCOc1nc2c(c(=O)n(C)c(=O)n2C)n1Cc1ccc(C)cc1 the results were FXIa inh mix 3, FXIIa mix inh -3, Cdc25B block -4, CatG inh -14, 5HT1a ag -1.9, Hsp90 block 1, CatL block 2, DUSP1 inh 1 and C1s inh -33.
Screening CCOC(=O)C1CCN(c2c(NCc3ccc(C(=O)NC(C)CC)cc3)c(=O)c2=O)CC1 (configuration not stated) returned FXIa inh mix 2, FXIIa mix inh 3, Cdc25B block -10, CatG inh 0, 5HT1a ag -2.8, Hsp90 block 0, CatL block 15, DUSP1 inh 16 and C1s inh -1.
For Cc1onc(-c2ccccc2Cl)c1C(=O)Nc1ccc(F)c(F)c1 the results were FXIa inh mix 3, FXIIa mix inh 7, Cdc25B block -9, CatG inh 2, 5HT1a ag -1.4, Hsp90 block -2, CatL block 20, DUSP1 inh 20 and C1s inh 5.
CCc1nc(SCC(=O)Nc2cc(C)on2)c2c(=O)n(C)c(=O)n(C)c2n1 was read as FXIa inh mix 5, FXIIa mix inh 7, Cdc25B block -2, CatG inh -2, 5HT1a ag -1.8, Hsp90 block -3, DUSP1 inh 6 and C1s inh -3.
For COc1ccc(N2CCN(C(=O)CSc3nc4c(c(=O)n(C)c(=O)n4C)n3C(C)C)CC2)cc1 the results were FXIa inh mix 6, FXIIa mix inh 5, Cdc25B block -5, CatG inh 11, 5HT1a ag -1.2, Hsp90 block 2, CatL block 6, DUSP1 inh 11 and C1s inh 12.
`COc1ccc(NC(=O)CN2CCN(c3ccc(Cl)cc3)CC2)c(OC)c1` gave FXIa inh mix -1, FXIIa mix inh 7, Cdc25B block -13, CatG inh 0, 5HT1a ag 0.0, Hsp90 block -2, CatL block 13, DUSP1 inh 6 and C1s inh -3.
CCCn1nc(C(=O)NCCc2ccc(S(N)(=O)=O)cc2)c2ccccc2c1=O was read as FXIa inh mix 10, FXIIa mix inh 1, Cdc25B block 0, CatG inh 13, 5HT1a ag -0.8, Hsp90 block -5, CatL block 3, DUSP1 inh 9 and C1s inh 15.
Screening Cc1ccc2oc(=O)c3cnn(CC(=O)N(CCCN4CCOCC4)Cc4ccco4)c3c2c1 returned FXIa inh mix 4, FXIIa mix inh 2, Cdc25B block -15, CatG inh 11, 5HT1a ag -2.6, Hsp90 block -3, DUSP1 inh 10 and C1s inh 12.
For COc1ccc(C(=O)N2CCN=C2c2ccccc2)cc1OC the results were FXIa inh mix 7, FXIIa mix inh 8, Cdc25B block -10, CatG inh 2, 5HT1a ag 1.1, Hsp90 block -3, CatL block 12, DUSP1 inh 10 and C1s inh -29.
For C=CCSc1nc2ccccc2n1Cc1nnc(-c2cccs2)o1 the results were FXIa inh mix 4, FXIIa mix inh 3, Cdc25B block -9, CatG inh 10, 5HT1a ag 4.5, Hsp90 block -2, CatL block 4, DUSP1 inh 5 and C1s inh 9.
For CN1C(=O)c2ccccc2C(C(=O)NCc2ccco2)C1c1c[nH]c2ccccc12 (configuration not stated) the results were FXIa inh mix 5, FXIIa mix inh 6, Cdc25B block -5, CatG inh -3, 5HT1a ag 3.4, Hsp90 block -6, CatL block 6, DUSP1 inh 6 and C1s inh -28.
For CCCC(=O)Nc1ccc(NC(=O)c2cccc(OC)c2)nc1 the results were FXIa inh mix 33, FXIIa mix inh 0, Cdc25B block -9, CatG inh 40, 5HT1a ag -0.1, Hsp90 block -2, CatL block 0, DUSP1 inh -10 and C1s inh 42.
`CCC(C(=O)N1CCc2ccccc2C1)n1nc(C)n2c(cc3occc32)c1=O` (configuration not stated) gave FXIa inh mix 4, FXIIa mix inh -25, Cdc25B block -12, CatG inh 0, 5HT1a ag -0.1, Hsp90 block -3, CatL block 9, DUSP1 inh -9 and C1s inh -1.
`O=C1NC(=O)C2C3c4ccccc4C(c4ccccc43)C12` (configuration not stated) gave FXIa inh mix 1, FXIIa mix inh 8, Cdc25B block 2, CatG inh 1, 5HT1a ag -3.2, Hsp90 block -4, CatL block 4, DUSP1 inh -30 and C1s inh -22.
For O=C(Cn1cnc2c(nnn2-c2ccccc2)c1=O)N1CCC(Cc2ccccc2)CC1 the results were FXIa inh mix 9, FXIIa mix inh 0, Cdc25B block 7, CatG inh -1, 5HT1a ag 2.0, Hsp90 block -2, DUSP1 inh 3 and C1s inh -8.
Screening O=c1c2ccccc2nnn1CSc1ncnc2ccccc12 returned FXIa inh mix -12, FXIIa mix inh 0, Cdc25B block 1, CatG inh -1, 5HT1a ag -3.0, Hsp90 block -6, CatL block 0, DUSP1 inh 5 and C1s inh -84.
CCCN(CC1CC1)S(=O)(=O)c1ccc(S(N)(=O)=O)cc1 was read as FXIa inh mix 9, FXIIa mix inh -2, Cdc25B block -15, CatG inh 12, 5HT1a ag -4.1, Hsp90 block -3, CatL block 11, DUSP1 inh 4 and C1s inh 13.
`CCc1ccc(N2CC(C(=O)OCC(=O)Nc3cc(C)on3)CC2=O)cc1` (configuration not stated) gave FXIa inh mix 9, FXIIa mix inh 0, Cdc25B block -12, CatG inh 5, 5HT1a ag -3.0, Hsp90 block -4, CatL block 11, DUSP1 inh 7 and C1s inh 12.

Screens as filed in PubChem BioAssay.
